From PubChem
Myeloid diff 2 = compounds promoting myeloid differentiation. ER-HoxA9 myeloid progenitors, lysozyme-GFP differentiation, flow cytometry. calls only at 10 µM. hit rate 1% among 360,000. AID 624256;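 active = normalized GFP-positive differentiation at or above the plate's own cutoff, the solvent-only control mean plus 3 SD; inconclusive = no clear call, values can overlap the other calls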;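 also: cells exposed to compound for four days before flow analysis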
Myeloid diff 2 GFP+ MAC1+ % = also measured in Myeloid diff 2; calls as there; GFP+ MAC1+ double positive, %; measured here: differentiation confirmed by MAC1 staining
Starred values were filed as active, the others as inactive; i = inactive; ? = inconclusive; · = no result given; + = active, no number. An excerpt; count on the stated rates, not on these rows.

Results follow in this order: Myeloid diff 2, Myeloid diff 2 GFP+ MAC1+ %
> COCCNC(=O)C1(C)CCCN(C(=O)c2ccccc2F)C1 (stereo not drawn)
  i, 0.7
> COc1cccc(S(=O)(=O)N(C)C[C@H]2Oc3ncc(Br)cc3C(=O)N([C@H](C)CO)C[C@H]2C)c1
  i, 0.8
> CC(=O)c1ccc(OCC(=O)NCCC2=CCCCC2)cc1
  i, 1.8
> O=C1C=C(c2ccccc2)C(c2ccccc2)C1 (stereo not drawn)
  i, 0.6
> COc1ccc(C(=O)OCC(=O)Nc2cccc(S(=O)(=O)N3CCCCCC3)c2)cc1[N+](=O)[O-]
  i, 1.1
> O=C(NCc1cc(Cl)cc(Cl)c1)c1csc([C@@H]2O[C@H](CO)[C@H](O)[C@H](O)[C@H]2O)n1
  i, 0.3
> O=C1OC(c2ccccc2)C(O)=C1c1ccccc1 (stereo not drawn)
  i, 1.8
> Cc1ccc(Cc2c(-c3ccc(C)cc3)nc3ccc(Cl)cn23)cc1
  i, 0.8
> COc1ccc(CC(=O)Nc2cc(S(=O)(=O)N3CCCCC3)ccc2OC(C)C)cc1OC
  i, 1.1
> CCCCSc1nc2c([nH]1)c(=O)n(C)c(=S)n2C
  i, 1.9
> CC(=O)Nc1ccc(SCC(=O)NC(=O)c2ccc(Cl)cc2)cc1
  i, 0.6
> Clc1ccc(CSc2nnc(-c3ccccn3)n2Cc2cccs2)cc1Cl
  i, 1.2
> CCOC(=O)C1=CC[C@@H](c2ccccc2)N(S(=O)(=O)c2ccc(C)cc2)[C@H]1C
  i, 0.6
> S=C1CC2CCCC(C2)N1 (stereo not drawn)
  i, 1.0
> Cc1cccc(C)c1NC(=O)C(c1ccncc1)n1c(=O)c(-c2cc3ccccc3[nH]2)nc2ccccc21 (stereo not drawn)
  i, 2.6
> CC1(C(=O)NCCc2c[nH]c3ccccc23)CCN1Cc1csc2ccccc12 (stereo not drawn)
  i, 0.9
> CCc1nc2c(OCc3ccc4c(c3)OCO4)cccn2c1N(C=O)Cc1ccccc1
  i, 0.3
> CCc1nc2ccc(C(=O)NCCCN3CCCC3=O)cn2c1N(CC)CCOC
  i, 1.9
> COc1cccc(-c2cnc(C(O)c3ccc(F)c(C)c3)[nH]2)c1 (stereo not drawn)
  i, 0.0
> COc1ccc(Cl)cc1NC(=O)CN1C(=O)C(=O)N(C2CCCC2)C1=O
  i, 0.7
> C/C=C1\NC(=O)[C@H](C)NC(=O)[C@@H](NC(=O)[C@H](Cc2ccc(O)cc2)NC(=O)[C@@H](NC(=O)/C(C)=C/C)C(C)C)[C@@H](C)OC(=O)[C@H](CC(C)C)NC(=O)[C@@H](CCC(=O)O)NC1=O
  i, 0.6
> COc1ccc(OC)c(N(CCN2C(=O)c3ccccc3C2=O)C(=O)C2CCC(=O)C2C)c1 (stereo not drawn)
  i, 1.2
> C[C@@H]1CN([C@H](C)CO)C(=O)CCCn2nncc2CO[C@H]1CN(C)Cc1ccc2cccnc2c1
  i, 0.4
> CCOC(=O)[C@]12CCC=C1N(Cc1ccccc1)C(=O)[C@H](CC(=O)NCc1cccc(C(F)(F)F)c1)C2
  i, 1.3
> O=C(NC1CCCCC1)C(c1cccc2ccccc12)n1c(=O)c(-c2ccco2)nc2ccccc21 (stereo not drawn)
  i, 2.4
> COCOCCn1cc(CN2CCS(=O)(=O)N(Cc3ccc(-c4ccc(C)cc4)cc3)C(CC(C)C)C2=O)nn1 (stereo not drawn)
  i, 0.5
> NC(CCC(=O)NC(CS)C(=O)NCC(=O)O)C(=O)O (stereo not drawn)
  +, 4.0*
> Cc1cccc(S(=O)(=O)NC(=O)C2(C)CCN2C(=O)CC2CCCCC2)c1 (stereo not drawn)
  i, 1.4
> O=c1c2ccccc2oc2cc(Br)ccc12
  i, 0.4
> COc1ccccc1-c1cc(NC=O)c2ncc(-c3ccc(F)cc3)n2c1
  i, 1.1
> CCNC(=O)C1(C)CCCN(C(=O)C2(c3ccc(Cl)cc3)CCCC2)C1 (stereo not drawn)
  i, 1.6
> NC(Cc1ccc(F)cc1)c1csc(Nc2cc(Oc3ccccc3)ncn2)n1 (stereo not drawn)
  i, 1.5
> Cc1ccc([C@H]2N[C@]3(CCCN(Cc4ccccc4)C3=O)[C@H]3C(=O)N(C)C(=O)[C@@H]23)cc1
  i, 0.5
> CC(=O)c1ccc(Nc2nc(C(N)Cc3ccc(Cl)cc3)cs2)cc1 (stereo not drawn)
  i, 2.3
> Cc1noc(C)c1S(=O)(=O)Nc1ccc2c(c1)C(=O)N([C@@H](C)CO)C[C@@H](C)[C@@H](CN(C)CC1CCCCC1)OCCCC[C@@H](C)O2
  i, 0.8
> O=S(=O)(CCNC1CC1)NC1CCCCC1
  i, 0.4
> O=C1C=C(C#Cc2ccc(Oc3ccccc3)cc2)C[C@@H](c2ccc(F)cc2)C1
  i, 0.3
> CC[C@@H]1CCC[C@@H](O)[C@@H](C)C(=O)O[C@H](C)[C@@H](C)C/C=C(C)/C(OC)=C\C(=O)N(C)C([C@@H](C)CC)C(=O)N(C)[C@@H](C(C)C)C(=O)N(C)[C@@H](COC)C(=O)N2CCC[C@H]2C(=O)N(C)[C@@H](C(C)C)C(=O)N2CCC[C@H]2C(=O)O1 (stereo partly drawn)
  ?, ·
> Cc1cccc(S(=O)(=O)NC(=O)C2(C)CCN2C(=O)c2cccc(F)c2)c1 (stereo not drawn)
  i, 0.7
> COc1ccc(C(C#N)CC(=O)c2ccc(OCc3ccccc3)c(OC)c2)cc1OC (stereo not drawn)
  i, 1.5
> COC(=O)C[C@H]1CC[C@H](NC(=O)Nc2ccccc2)[C@@H](CO)O1
  i, 2.0
> Cc1cccc2nc(Cn3c(=O)n(CCC(=O)NCc4ccco4)c(=O)c4ccccc43)cc(=O)n12
  i, 0.4
> CCc1nc2ccc(C(=O)Nc3ccc(Cl)c(Cl)c3)cn2c1N(C)Cc1ccc(OC)cc1
  i, 0.6
> CC1(Cc2ccc(C(F)(F)F)o2)C(=O)Nc2ccc(-c3cccc(C(F)(F)F)c3)cc21 (stereo not drawn)
  i, 0.6
> C[C@H](CO)N1C[C@H](C)[C@H](CN(C)C(=O)CC2CC2)Oc2cc(Br)ccc2S1(=O)=O
  i, 0.2
> CCOC(=O)/C(=N/Nc1ccc(Br)cc1)N1CC(C)OC(C)C1 (stereo not drawn)
  i, 0.5
> Cn1nccc1-c1ccc(C(=O)NCc2ccc(Cl)cc2)c2occc12
  i, 1.1
> O=c1c(-c2ccccc2)nc2ccccc2n1C(CCc1ccccc1)c1nc2ccccc2[nH]1 (stereo not drawn)
  i, 0.8
> COc1ccccc1Cn1c(=O)oc2ccccc21
  i, 0.3
> CCC(CC)C(=O)N(C)c1c(C)nc2c(OCc3ccccc3C)cccn12
  i, 1.4
> CC(C)(C)NC(=O)C(c1ccccc1)n1c(=O)c(-c2cc3ccccc3[nH]2)nc2ccccc21 (stereo not drawn)
  i, 6.2
> O=C(NCCCN1CCOCC1)c1c(-c2ccccc2)oc2c1C(OCCCCCO)CCC2 (stereo not drawn)
  i, 1.1
> CNc1nc(NC)c2cn[nH]c2n1
  i, 0.8
> O=c1[nH]cc(NCc2ccccc2)c(=O)[nH]1
  i, 0.6
> CCOC(=O)[C@]12CCC=C1N(Cc1ccco1)C(=O)[C@H](CC(=O)NCC13CC4CC(CC(C4)C1)C3)C2
  i, 0.8
> CC(C)c1ccc(-n2nnnc2SCc2nc(N)nc(N)n2)cc1
  i, 0.3
> Cc1ccc(C)c(OCC(=O)N/N=C/c2ccc(N3CCOCC3)cc2)c1
  i, 1.1
> Cc1cccc(C)c1NC(=O)C1c2ccccc2OCC(=O)N1Cc1ccc2c(c1)OCO2 (stereo not drawn)
  i, 0.0
> COc1ccc([C@H]2C[C@@H](O)[C@H](n3cc(C4CC4)nn3)CN2C(=O)C2CCCCC2)cc1
  i, 2.4
> Cc1ccc(CNc2ncnc3ccc(-c4ccc(CO)o4)cc23)o1
  i, 2.3

(next part)
Results follow in this order: Myeloid diff 2, Myeloid diff 2 GFP+ MAC1+ %
> O=C1Nc2ccccc2N(C(=O)c2ccc(-c3ccccc3)cc2)C1c1nc2ccccc2[nH]1 (stereo not drawn)
  i, 0.8
> COC(=O)c1ccc(CNC(=O)c2ccccc2C(=O)NCC2(CBr)OCCO2)cc1
  i, 0.9
> COc1ccc(Br)c(Cn2c(C)c(C(=O)NCc3cccs3)sc2=O)c1
  i, 1.4
> CCc1nc2c(OCCc3cccc(OC)c3)cccn2c1N(C)C(=O)c1cccs1
  i, 1.5
> Cc1cc(F)ccc1C(O)c1ncc(-c2ccccc2)[nH]1 (stereo not drawn)
  i, 0.7
> Cc1cc(C)nc(NN=CC2=C(N3CCOCC3)/C(=C/c3ccc(Cl)cc3)CC2)n1
  i, 1.8
> O=C(NC1CCCC1)C1C(c2ccccc2)=Nc2ccccc2N1C(=O)c1cc(Cl)cc(Cl)c1 (stereo not drawn)
  i, 2.6
> CC(=O)Nc1cccc(NC(=O)C(=O)c2cn(CC(=O)N3CCCC3)c3ccccc23)c1
  i, 1.1
> COc1cccc(C(=Cc2ccc([N+](=O)[O-])cc2)C(=O)O)c1
  i, 0.3
> CCn1c(SCC(=O)NCCc2ccc(OC)c(OC)c2)nc2c([nH]c3ccccc32)c1=O
  i, 0.9
> CNc1cnc(-c2ccccc2OC)cn1
  i, 0.6
> COc1cccc(C#Cc2ccc3c(c2)O[C@H](CN(C)C)[C@@H](C)CN([C@@H](C)CO)S3(=O)=O)c1
  i, 0.7
> C[C@@H]1CN([C@H](C)CO)S(=O)(=O)c2ccc(-c3cccc(C#N)c3)cc2O[C@H]1CN(C)C(=O)Nc1cc(F)ccc1F
  i, 0.8
> CCOC(=O)[C@@H]1[C@H]2COc3ccccc3[C@@H]2N2C(=O)N(c3ccc(Br)cc3)C(=O)[C@@]12C
  i, 0.3
> O=C(Nc1ccccc1)c1cc(C2COCCN2C(=O)C2CC2)on1 (stereo not drawn)
  i, 0.9
> Cc1ccc2c(c1)N(Cc1ccccc1)C(=O)C(C)S2 (stereo not drawn)
  i, 1.0
> O=C(C(=O)N1CCN(C(=O)OCc2ccccc2)CC1)c1cccs1
  i, 2.4
> CCOc1ccc(CCN2C(=S)N([C@@H](Cc3ccc(O)cc3)CN3CCC[C@@H]3CN3C(=S)NC[C@@H]3Cc3ccccc3)C[C@@H]2Cc2ccccc2)cc1
  i, 0.9
> Cc1ccc(/C(O)=C2\C(=O)C(=O)N(CCCN3CCOCC3)C2c2ccccc2F)cc1 (stereo not drawn)
  i, 0.1
> COc1ccccc1Cc1c(-c2cccc(Br)c2)nc2ccc(Br)cn12
  i, 0.7
> Nc1ccc2ccccc2c1N=Nc1ccccc1
  i, 0.6
> Nc1nc(-c2ccccc2)c(CCCOc2ccc(NC(=O)CBr)cc2)c(=O)[nH]1
  i, 1.5
> NC(=S)N1N=C(c2ccccc2)CC1=O
  i, 1.4
> CC[C@@H]1CC2=C(C(=O)OC(C)(C)O2)[C@H](c2ccc(Cl)cc2)O1
  i, 1.0
> COc1ccccc1CNC(=O)C(=O)c1cn(CC(=O)N2CCCCC2)c2ccccc12
  i, 0.6
> Fc1cccc(Cc2c(-c3cccc(Cl)c3)nc3c4ccccc4ccn23)c1
  i, 0.9
> CC(C)C(N)c1csc(Nc2ccc(S(C)(=O)=O)cc2)n1 (stereo not drawn)
  i, 1.1
> CCc1nc2ccc(C(=O)Nc3cccc(OC)c3)cn2c1N(C)Cc1ccc(OC)cc1
  i, 0.9
> COCCN(CCOC)Cc1cc(=O)oc2ccccc12
  i, 0.8
> Cc1c(N2C(=O)/C(=C/c3ccc(N(C)C)cc3)N(C)C2=S)c(=O)n(-c2ccccc2)n1C
  i, 2.1
> CCOC(=O)[C@]12CCCC=C1N(Cc1ccco1)C(=O)[C@H](CC(=O)N1CCSCC1)C2
  i, 0.9
> CC(=O)N1CCC(C(=O)N2c3ccccc3N=C(c3ccc(C(F)(F)F)cc3)C2C(=O)NC(C)C)CC1 (stereo not drawn)
  i, 1.7
> COc1cccc(NC(=O)c2cccc(NC(=O)c3ccco3)c2)c1
  i, 0.2
> Nc1cccc2c1C(=O)c1ccc(Cl)cc1C2=O
  i, 2.1
> O=S(=O)(c1ccccc1)N1CCN(Cc2ccccc2)c2ccccc21
  i, 1.3
> O=C(C(=O)c1ccc(O)c(O)c1)c1ccc(O)c(O)c1
  i, 0.7
> Nc1ncnc2c1cnn2C1CC(O)C(CO)O1 (stereo not drawn)
  i, 0.8
> CC1(c2nc3ccccc3cc2C#N)OCCO1
  i, 0.5
> O=C1NC(=O)C2(CCCc3c([N+](=O)[O-])cccc32)N1 (stereo not drawn)
  i, 1.0

Some of these compounds in order of the Myeloid diff 2 GFP+ MAC1+ % value, high to low.
| Compound | Myeloid diff 2 GFP+ MAC1+ % |
| --- | --- |
| O=C1NC(=O)C2(CCCc3c([N+](=O)[O-])cccc32)N1 (stereo not drawn) | 1.0 |
| CCOC(=O)[C@]12CCCC=C1N(Cc1ccco1)C(=O)[C@H](CC(=O)N1CCSCC1)C2 | 0.9 |
| O=C(C(=O)c1ccc(O)c(O)c1)c1ccc(O)c(O)c1 | 0.7 |

Entries of single compounds as entered above.
Entry for O=S(=O)(c1ccccc1)N1CCN(Cc2ccccc2)c2ccccc21 = Myeloid diff 2: i; Myeloid diff 2 GFP+ MAC1+ %: 1.3
Entry for O=C(C(=O)c1ccc(O)c(O)c1)c1ccc(O)c(O)c1 = Myeloid diff 2: i; Myeloid diff 2 GFP+ MAC1+ %: 0.7
Entry for CC(=O)N1CCC(C(=O)N2c3ccccc3N=C(c3ccc(C(F)(F)F)cc3)C2C(=O)NC(C)C)CC1 (stereo not drawn) = Myeloid diff 2: i; Myeloid diff 2 GFP+ MAC1+ %: 1.7
